# Bioassay records from PubChem BioAssay.
# p53 reactivation: mutant p53 re-activation in reporter cells; Potency, µM (doses to about 92.2 µM), inactives show at the top dose activity change, positive = activation, actives largely listed as activators; AID 504706; 0.063% of 320,000 active; H1299 p53-A138V BP100-luciferase reporter, luminescence, 24 h; note: potency is the fitted concentration of half-maximal effect; % of control where 0% means no effect; nearly all actives have a fitted effect of over 45% in size
#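 H1299 (p53-null), stable ts p53-A138V + BP100-Luc; 1000 cells/well, Opti-MEM/10% FBS; cpd 4 pt, 1:5; 24 h, 37 deg C, 5% CO2; detection reagent 10 min RT; luminescence.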
# BRCA1 expr act: BRCA1 expression activation. MCF7-BRCA1-FFLuc reporter, luminescence, 48 h; response scale: scaled: vehicle 0%, 10 µM genistein 100%. Potency, µM (titrated, usually from 46.1 µM), for inactives: at the top dose activation, hits mostly activators. 1.1% of 380,000 active. AID 624202; note: potency is the fitted concentration of half-maximal effect; nearly all actives have a fitted effect of over 80% in size; some results filed as inactive show a strong effect at the top dose
#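 Cells: MCF7-BRCA1-FFLuc, 2000/well. Exposure: 48 h, 37 °C, 5% CO2. Read: luminescence, 15 min post-substrate. Controls: genistein 10 microM (maximal activation), DMSO (neutral).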
# Menin-MLL TR inh: inhibitors of human menin-MLL interaction, mutant MLL peptide; O00255; Menin + Texas Red MLL mutant peptide, fluorescence polarization; Potency, µM (top dose mostly 61.6 µM), inactives show top-dose FP activity change, negative = inhibition, actives largely listed as inhibitors; 0.23% of 270,000 active; AID 1768; active = well fitted inhibition curve with a large enough effect in the polarisation, with a control signal flat, not every such curve was filed as active; inconclusive = small, poorly fitted or top-dose-only effect, or effect the other way, or a change in a side signal; inactive = no such curve, though single readings can be large or run the other way; the % refers to the polarisation; note: potency is the fitted concentration of half-maximal effect; % of control where 0% means no effect; many of its hits are not listed in these tables
# Target sequence (O00255 whole entry, looked up): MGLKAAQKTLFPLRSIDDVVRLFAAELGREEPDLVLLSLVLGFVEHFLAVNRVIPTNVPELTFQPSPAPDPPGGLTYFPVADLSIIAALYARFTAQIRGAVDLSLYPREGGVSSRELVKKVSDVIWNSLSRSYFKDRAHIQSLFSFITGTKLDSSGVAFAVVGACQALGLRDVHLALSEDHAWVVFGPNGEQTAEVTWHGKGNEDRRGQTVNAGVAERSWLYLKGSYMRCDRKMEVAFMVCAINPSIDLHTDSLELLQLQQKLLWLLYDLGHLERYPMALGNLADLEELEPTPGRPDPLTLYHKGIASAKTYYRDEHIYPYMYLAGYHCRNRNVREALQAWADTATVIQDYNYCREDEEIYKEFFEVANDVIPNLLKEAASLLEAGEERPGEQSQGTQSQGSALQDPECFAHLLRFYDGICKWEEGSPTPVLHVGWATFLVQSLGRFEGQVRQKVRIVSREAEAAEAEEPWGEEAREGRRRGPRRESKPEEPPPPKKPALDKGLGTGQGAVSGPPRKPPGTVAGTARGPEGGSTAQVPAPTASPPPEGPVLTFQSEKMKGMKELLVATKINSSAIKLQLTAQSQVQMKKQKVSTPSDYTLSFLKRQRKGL
# FLuc counter: firefly luciferase modulation, counter-screen for miR-21 project; AID 588342; Potency, µM (top dose mostly 57.5 µM), inactives show top-dose activity change, negative = inhibition, usual class: inhibitors; P08659; purified FLuc, Km substrates, luminescence inhibition; 6.9% of 360,000 active;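 note: potency is the fitted concentration of half-maximal effect; plate controls were vehicle for no effect and reference inhibitor for full effect; nearly all actives have a fitted effect of over 55% in size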
#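 Purified P. pyralis luciferase, 10 nM final, with Km-level 10 uM D-luciferin and 10 uM ATP in 50 mM Tris acetate pH 7.5, 10 mM Mg acetate, 0.01% Tween-20, 0.05% BSA; 6-point qHTS titration about 60 µM downward; luminescence read.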
# Rab9 prom act: Rab9 promoter activation | Potency, µM (series often up to 9.22 µM), for inactives: at the highest dose activation, negative = inhibition, most hits filed as activators | AID 485297 | Huh7 Rab9 promoter-luciferase reporter, luminescence, 24 h | 2.8% of 320,000 active; note: potency is the fitted concentration of half-maximal effect; % of control where 0% means no effect; nearly all actives have a fitted effect of over 60% in size
#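 Cells were plated at 1500 per well in reduced-serum medium with 10% FBS and left 2 h. Compound in DMSO was then added for 24 h at 37 °C. Reporter signal was read by luminescence after 10 min with luciferase detection reagent.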
# ELG1 genotoxic: genotoxicity induction in ELG1-luciferase HEK293T cells; HEK293T ELG1-luciferase reporter, luminescence, 16 h; Potency, µM (highest dose often 46 µM), inactives show top-dose activity change, positive = activation, actives largely listed as activators; 1.3% of 330,000 active; AID 504466; note: potency is the fitted concentration of half-maximal effect; % of control where 0% means no effect; nearly all actives have a fitted effect of over 60% in size
#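 Step 1: seed 2,000 HEK293T ELG1-luciferase cells per well. Step 2: add compound or DMSO, incubate 16 hr at 37 °C. Step 3: ONE-Glo, 30 min at room temperature, read luminescence.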
# NPC1 prom act: NPC1 promoter activation | Huh7 NPC1 promoter luciferase reporter, 24 h | Potency, µM (top dose mostly 9.22 µM), without a hit: at the top dose activation, hits mostly activators | 2.4% of 320,000 active;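 note: potency is the fitted concentration of half-maximal effect; % of control where 0% means no effect; nearly all actives have a fitted effect of over 60% in size; reporter is driven by a mutant NPC1 promoter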
#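 Readout is luciferase luminescence, reflecting NPC1 promoter activation in stably transfected Huh7 cells after 24 h compound exposure at 37 °C in reduced-serum medium with 10% FBS.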
# PKM2 act: activators of human pyruvate kinase M2. P14618. purified PKM2, Kinase-Glo ATP luminescence, activation; response scale: 0% is enzyme alone, no compound. Potency, µM (titrated, usually from 57.5 µM), for the others: at the highest dose activation, usual class: activators. 0.34% of 260,000 active. AID 1631; note: potency is the fitted concentration of half-maximal effect; % is set by controls: 0 for no effect and ±100 for the full control effect; nearly all actives have a fitted effect of over 55% in size
#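 hPK-M2, >95% pure; 0.1 mM ADP / 0.5 mM PEP final; imidazole pH7.2 buffer w/ 7 mM MgCl2, 50 mM KCl; 1 h RT; Kinase-Glo lum. Intermediate enzyme activity for dual inhibitor/activator qHTS.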
# Giardia killer: Giardia lamblia killing | Giardia lamblia trophozoite viability | activity change, % at 7.66 µM, hits read low | 0.15% of 340,000 active; in the data active = activity change below about -80%; inconclusive = between about -30% and that limit;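 note: parasites exposed to compound for two days anaerobically before the ATP read; % is set by controls: 0 for no effect and ±100 for the full control effect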
#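 Trophozoite viability was measured as ATP-dependent luminescence, read 15-30 min after reagent addition. Before that, parasites at 100 cells/well were exposed to compounds for 48 h, anaerobically, at 37 deg C.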
# VP16 counter: Gal4-VP16 reporter inhibition counter-screen; Drosophila S2 Gal4-VP16 UAS-luciferase, luminescence, 20 h; 3.5% of 310,000 active; Potency, µM (doses to about 53.6 µM), for the others: top-dose activity, negative = inhibition, hits mostly inhibitors;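 note: Gal4-VP16 expression switched on by copper sulfate through the metallothionein promoter; potency is the fitted concentration of half-maximal effect; % is set by controls: 0 for no effect and ±100 for the full control effect; nearly all actives have a fitted effect of over 50% in size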
# RORgamma inh: inhibitors of mouse ROR gamma transcriptional activity. Potency, µM (top dose mostly 53.6 µM), without a hit: at the highest dose activity change, negative = inhibition, usual class: inhibitors. Drosophila S2 Gal4-RORgamma UAS-luciferase reporter, 20 h. 5.4% of 310,000 active; note: potency is the fitted concentration of half-maximal effect; % is set by controls: 0 for no effect and ±100 for the full control effect; nearly all actives have a fitted effect of over 60% in size
# Target sequence (P51450 whole entry, looked up, the tested form may be a part): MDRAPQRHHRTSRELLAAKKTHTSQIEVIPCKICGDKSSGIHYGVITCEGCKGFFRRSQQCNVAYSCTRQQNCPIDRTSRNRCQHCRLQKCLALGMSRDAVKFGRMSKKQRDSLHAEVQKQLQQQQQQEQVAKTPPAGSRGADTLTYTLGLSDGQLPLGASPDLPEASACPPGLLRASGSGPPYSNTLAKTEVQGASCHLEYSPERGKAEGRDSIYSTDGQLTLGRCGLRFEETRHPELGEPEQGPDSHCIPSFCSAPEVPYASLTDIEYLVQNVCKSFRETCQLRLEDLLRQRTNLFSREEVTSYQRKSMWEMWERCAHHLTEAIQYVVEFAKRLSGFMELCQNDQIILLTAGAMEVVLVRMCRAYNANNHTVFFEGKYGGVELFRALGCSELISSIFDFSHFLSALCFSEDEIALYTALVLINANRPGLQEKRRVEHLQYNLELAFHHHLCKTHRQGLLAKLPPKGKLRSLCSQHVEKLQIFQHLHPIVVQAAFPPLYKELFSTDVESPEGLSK
#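 Drosophila Schneider cells stably carrying a metallothionein-driven Gal4 DBD–ROR gamma fusion and a UAS-Photinus luciferase reporter were exposed to compound for 1 hr, then induced with copper sulfate (700 uM final) for 20 hr at ambient temperature before luminescence reading.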
# * hit, by the source's call; ? = inconclusive; . = not tested or not shown; & = joins results of further samples; [ ] = another dose, or the depositor's remark. Unless noted, calls come from the whole dose curve; as a rule, active = well fitted curve in the direction sought with a large enough effect; inconclusive = small, poorly fitted or top-dose-only effect, or another doubt; inactive = no such curve, though single readings can be large; an effect the other way counts as inactive or inconclusive. Not all compounds are listed; count on the stated rates, not on these rows.
# The opening 2 records as a preview:
SMILES,p53 reactivation,BRCA1 expr act,Menin-MLL TR inh,FLuc counter,Rab9 prom act,ELG1 genotoxic,NPC1 prom act,PKM2 act,Giardia killer,VP16 counter,RORgamma inh
COc1cccc(CNC(=O)c2ccc(NC3=NC4CS(=O)(=O)CC4S3)cc2)c1 (configuration not stated),10%,2%,.,-2%,2%,2%,8%,.,14,-4%,-29%
CCOC(=O)c1ccc(NC(=S)NCCc2ccc(OC)c(OC)c2)cc1,-2%,-27%,.,-3%,-1%,-6%,-1%,6%,-18,?,10µM*

# Main list, repeating the preview:
SMILES,p53 reactivation,BRCA1 expr act,Menin-MLL TR inh,FLuc counter,Rab9 prom act,ELG1 genotoxic,NPC1 prom act,PKM2 act,Giardia killer,VP16 counter,RORgamma inh
COc1cccc(CNC(=O)c2ccc(NC3=NC4CS(=O)(=O)CC4S3)cc2)c1 (configuration not stated),10%,2%,.,-2%,2%,2%,8%,.,14,-4%,-29%
CCOC(=O)c1ccc(NC(=S)NCCc2ccc(OC)c(OC)c2)cc1,-2%,-27%,.,-3%,-1%,-6%,-1%,6%,-18,?,10µM*
COc1ccc(CN(CC(=O)NCc2ccc(F)cc2)C(=O)CCC(=O)Nc2cc(C)ccn2)cc1,-4%,-23%,0%,2%,-4%,-5%,1%,1%,2,2%,6%
CCCCn1ccnc1C(=O)c1cc(S(=O)(=O)N2CCOCC2)ccc1C,1%,-61%,-9%,5%,-19%,-4%,-8%,2%,5,-30%,34%
O=C(N/N=C/C(Br)=C\c1ccccc1)c1n[nH]c2c1CCC2,?,-41%,0%,2.4µM*,20%,2.3µM*,?,7%,-12,-73%,?
Cc1ccccc1/C=N/n1c(C2CCCCC2)n[nH]c1=S,1%,-4%,14%,-1%,3%,-5%,2%,.,-7,?,16µM*
CC(=O)Nc1nnc(CSCc2ccccc2F)s1,6%,41%,.,-13%,20%,10%,23%,-2%,12,10%,15%
CCN(CC)C(=S)SC1=CCS(=O)(=O)C1,-1%,0%,-1%,4%,2%,2%,-3%,3%,-7,-1%,-29%
CCOC(=O)C1CCN(C(=O)COc2ccc([N+](=O)[O-])cc2)CC1,1%,11%,-1%,0%,0%,-3%,0%,-5%,-4,-8%,-7%
NC(=O)c1nsc(C(=O)N(c2cccc(F)c2)C(C(=O)NCC2CCCO2)c2ccc3ncccc3c2)c1N (configuration not stated),2%,-28%,3%,3%,2%,-10%,1%,.,-17,-2%,18%
COc1ccccc1N1CC(C(=O)OCC(=O)Nc2cc(C)on2)CC1=O (configuration not stated),2%,-1%,.,-1%,0%,0%,-6%,.,-9,.,.
c1ccc2[nH]c(CSc3nc4ccccc4o3)nc2c1,6%,0%,9%,?,26%,-3%,9%,21%,0,?,2µM*
Cc1ccc(C(=O)OCC(=O)NCCNC(=O)COC(=O)c2ccc(C)o2)o1,-1%,20%,.,1%,2%,0%,-2%,.,0,.,.
CCN(CC)c1ccc(N)cc1S(=O)(=O)Nc1ccc(OC)cc1,-2%,-3%,.,-4%,-1%,0%,-4%,-11%,0,-12%,5%
CCOc1ccccc1C(=O)Nc1ccc(S(=O)(=O)N2CCN(C)CC2)cc1,-25%,0%,-25%,3%,4%,10%,1%,-7%,-22,3%,-4%
Cc1ccc2c(c1)C1CN(C)CCC1N2C(=O)c1cccc(S(=O)(=O)N(C)C)c1 (configuration not stated),19%,-4%,3%,-2%,-4%,0%,-1%,1%,2,4%,-17%
CCN(CC)CCn1c(-c2ccc(C)cc2)nc(=S)c2c1CC(C)(C)OC2,3%,-21%,.,7%,1%,0%,-5%,7%,-18,-4%,?
NS(=O)(=O)c1ccc(CCNC(=O)CSc2ncnc3ccccc23)cc1,-1%,0%,0%,-4%,-1%,-9%,-5%,0%,-1,5%,2%
COc1cccc(NC(=O)c2ccc(CN3CCN(c4ccccc4)CC3)cc2)c1,1%,2%[1.84 µM],7%,-16%,-21%,-8%,-12%,-3%,-4,-28%,?
Fc1ccc(Nc2ccc3ccccc3n2)c(F)c1,?,?,-8%,0.76µM*,0.13µM*,0.82µM*,0.4µM*,1%,-4,?,?
CCn1c(SCC(=O)C(C)(C)C)nnc1-c1cccnc1,2%,6%,5%,0%,-1%,1%,0%,-3%,-17,-1%,8%
CCN(CCCNC(=O)C1CCC(=O)N1Cc1ccc(F)cc1)c1cccc(C)c1 (configuration not stated),2%,-4%,-15%,2%,0%,-2%,4%,0%,-4,0%,29%
CCCNC(=O)c1ccc2c(=O)c(O)c(-c3cccc(Br)c3)[nH]c2c1,0%,-61%,.,1%,-39%[inhibitor],8%,-25%,10%,1,-1%,-43%
CCCc1cc(=O)oc2cc(C)cc(OC(C)C(=O)NCC3CCC(C(=O)O)CC3)c12 (configuration not stated),9%,-1%,2%,2%,-2%,4%,2%,1%,-5,3%,-9%

# One compound at a time, as listed above. Values in the order: p53 reactivation, BRCA1 expr act, Menin-MLL TR inh, FLuc counter, Rab9 prom act, ELG1 genotoxic, NPC1 prom act, PKM2 act, Giardia killer, VP16 counter, RORgamma inh
# `CCOC(=O)c1ccc(NC(=S)NCCc2ccc(OC)c(OC)c2)cc1` as listed: -2%, -27%, ., -3%, -1%, -6%, -1%, 6%, -18, ?, 10µM*
# `CCCNC(=O)c1ccc2c(=O)c(O)c(-c3cccc(Br)c3)[nH]c2c1` as listed: 0%, -61%, ., 1%, -39%[inhibitor], 8%, -25%, 10%, 1, -1%, -43%
# `COc1cccc(CNC(=O)c2ccc(NC3=NC4CS(=O)(=O)CC4S3)cc2)c1` (configuration not stated) as listed: 10%, 2%, ., -2%, 2%, 2%, 8%, ., 14, -4%, -29%
# `CCOC(=O)C1CCN(C(=O)COc2ccc([N+](=O)[O-])cc2)CC1` as listed: 1%, 11%, -1%, 0%, 0%, -3%, 0%, -5%, -4, -8%, -7%

# Next records follow:
SMILES,p53 reactivation,BRCA1 expr act,Menin-MLL TR inh,FLuc counter,Rab9 prom act,ELG1 genotoxic,NPC1 prom act,PKM2 act,Giardia killer,VP16 counter,RORgamma inh
O=C(/C=C/c1ccc(N2CCCCC2)c([N+](=O)[O-])c1)c1ccc(O)cc1,-3%,-36%,?,4.8µM*,?,21µM*,?,4%,-4,?,11µM*
O=C(Nc1ccc(Cl)cc1)C1=Cc2ccccc2OC1,?,29%,?,1.9µM*,0.56µM*,1.5µM*,3.2µM*,-5%,15,-10%,17%
O=C(CCSc1nnc(-c2ccncc2)o1)Nc1ccc(Cl)cc1,-4%,0%,5%,-1%,3%,-4%,-1%,-3%,28,-20%,-35%
CCCS(=O)(=O)c1c(S(=O)(=O)CCC)c2ccc(C(N)=O)cn2c1C(=O)c1ccc(OC)cc1,-3%,-5%,1%,0%,3%,5%,-6%,4%,1,2%,37%
CN(C)CCNC(=O)c1ccc(COc2ccc(Cl)cc2Cl)cc1,-7%,3%,7%,?,3%,4%,14%,-2%,-10,5%,-12%
N#Cc1ccc(-c2ccccc2)nc1SCC(=O)c1cccc(Cl)c1,-3%,-9%,?,3%,2%,3%,-1%,-2%,2,?,?
COc1ccc(-c2nc(=S)c3c(n2Cc2cccnc2)CC(C)(C)OC3)cc1,23%,-14%,.,3%,12%,0%,0%,0%,-1,-5%,22%
CC1(c2ccc3c(c2)OCO3)NC(=O)N(CC(=O)NCCC2=CCCCC2)C1=O (configuration not stated),-21%,-12%,0%,1%,2%,-3%,1%,-3%,11,-16%,16%
CN1CCN(C(=S)c2ccc([N+](=O)[O-])cc2)CC1,-21%,3%,-11%,0%,1%,-4%,1%,9%,13,4%,4%
CC(C)Sc1ccccc1C(=O)Nc1ccc2c(c1)n(C)c(=O)n2C,.,-58%,0%,3%,1%,?,-6%,3%,5,14%,21%
O=[N+]([O-])c1ccc(CNc2cccc(Cl)c2)s1,.,-41%,?,2%,0%,-8%,-4%,-2%,-2,1%,-2%
O=c1cc(-c2ccccc2Cl)oc2c(Br)ccc(O)c12,31%,-38%,?,12µM*,3.5µM*,?,?,-7%,-9,1%&3%,0%&-24%
CCOC(=O)CN(C(=O)CNC(=O)c1ccco1)C(C(=O)NC1CCCCC1)c1cccs1 (configuration not stated),3%,-4%,3%,-2%,-9%,-2%,-2%,-3%,20,-11%,?
CCn1cc(C(=O)O)c(=O)c2cc(OC)ccc21,-1%,5%,-3%,1%,2%,-7%,2%,-11%,-11,-3%,-6%
O=C(NCCCn1ccnc1)c1cn(Cc2ccc(F)cc2)nn1,-3%,-2%,-4%,4%,-2%,-5%,-1%,1%,-2,0%,16%
CS(=O)(=O)c1cccc(C(=O)Nc2nnc(C3=COCCO3)o2)c1,1%,-18%,.,1%,-4%,4%,-1%,.,18,.,.
